From PubChem BioAssay
G9a inh: qHTS Assay for Inhibitors of Histone Lysine Methyltransferase G9a. hit rate 8.8% among 350,000. Histone-lysine N-methyltransferase EHMT2 (Homo sapiens), Q96KQ7. AID 504332, 2011. G9a H3K9 monomethylation, AlphaScreen, 2 h. Potency, µM (titrated, usually from 102 µM), inactives show at the highest dose activity, negative = inhibition, most hits filed as inhibitors; note: % is set by controls: 0 for no effect and ±100 for the full control effect; nearly all actives have a fitted effect of over 75% in size
Target sequence (Q96KQ7 913-1193 limits assumed): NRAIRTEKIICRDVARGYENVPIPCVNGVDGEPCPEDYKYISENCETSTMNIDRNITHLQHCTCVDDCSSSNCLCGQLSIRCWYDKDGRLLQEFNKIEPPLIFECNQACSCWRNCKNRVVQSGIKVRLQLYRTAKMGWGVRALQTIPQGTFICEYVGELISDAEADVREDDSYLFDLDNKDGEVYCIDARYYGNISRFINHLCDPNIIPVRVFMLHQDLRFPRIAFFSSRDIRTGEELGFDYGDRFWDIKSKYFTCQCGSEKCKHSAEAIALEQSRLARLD
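G9a (20 nM) was preincubated 15 min with compound, then reacted 2 h at room temperature with 500 nM biotin-H3K9 peptide and 20 µM SAM. Monomethyl-H3K9 detected by AlphaScreen using anti-H3K9me1 antibody.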
POLH inh: qHTS for Inhibitors of Polymerase Eta; DNA polymerase eta (Homo sapiens), Q9Y253; recombinant Pol eta, fluorescent DNA replication assay; Potency, µM (top dose mostly 114 µM), without a hit: at the top dose activity change, negative = inhibition, usual class: inhibitors; hit rate 1.2% among 390,000; note: % is set by controls: 0 for no effect and ±100 for the full control effect
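Pol eta (10 nM) was preincubated with compounds for 15 min at room temperature, after which fluorescent replication substrate (50 nM final) was added to start the reaction. Fluorescence was read kinetically at 0 and 10 min.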
POLB inh: qHTS Assay for Inhibitors of DNA Polymerase Beta | Potency, µM (titrated, usually from 114 µM), for the others: at the top dose activity change, negative = inhibition, actives largely listed as inhibitors | Pol beta primer extension/strand displacement, fluorescence kinetic | hit rate 1.3% among 340,000; note: % is set by controls: 0 for no effect and ±100 for the full control effect
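Kinetic readout of DNA synthesis with strand displacement by Pol beta. Compound and 10 nM enzyme sit 15 min at room temperature; 50 nM substrate starts the reaction, read immediately and at 10 min.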
JMJD2A Tudor: qHTS Assay for Inhibitors of JMJD2A-Tudor Domain; AlphaScreen JMJD2A-Tudor / H3K4me3 peptide binding; Potency, µM (series often up to 114 µM), for inactives: at the highest dose activity change, negative = inhibition, usual class: inhibitors; hit rate 4.4% among 390,000; AID 504339, 2011; note: % is set by controls: 0 for no effect and ±100 for the full control effect; nearly all actives have a fitted effect of over 50% in size
Pol kappa inh: qHTS for Inhibitors of Polymerase Kappa. DNA polymerase kappa (Homo sapiens), Q9UBT6. purified Pol kappa, fluorescent DNA synthesis assay, 10 min. Potency, µM (highest dose often 107 µM), inactives show top-dose activity, negative = inhibition, hits mostly inhibitors. hit rate 0.53% among 400,000. AID 588579, 2011; note: % is set by controls: 0 for no effect and ±100 for the full control effect
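Activity was followed as the change in fluorescence between reads at 0 and 10 min after starting the reaction with 50 nM substrate. Beforehand, 10 nM polymerase had been preincubated with compound for 15 min at room temperature.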
APEX1 inh: qHTS Assay for Inhibitors of the Human Apurinic/apyrimidinic Endonuclease 1 (APE1); DNA repair nuclease/redox regulator APEX1 (Homo sapiens), P27695; recombinant APE1, TAMRA/BHQ-2 abasic DNA cleavage fluorescence; Potency, µM (series often up to 65.8 µM), for inactives: top-dose activity change, negative = inhibition, usual class: inhibitors; hit rate 0.35% among 350,000; AID 2517, 2012;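 note: plate controls were vehicle for no effect and reference inhibitor for full effect; nearly all actives have a fitted effect of over 55% in size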
Target sequence (P27695 whole entry, looked up): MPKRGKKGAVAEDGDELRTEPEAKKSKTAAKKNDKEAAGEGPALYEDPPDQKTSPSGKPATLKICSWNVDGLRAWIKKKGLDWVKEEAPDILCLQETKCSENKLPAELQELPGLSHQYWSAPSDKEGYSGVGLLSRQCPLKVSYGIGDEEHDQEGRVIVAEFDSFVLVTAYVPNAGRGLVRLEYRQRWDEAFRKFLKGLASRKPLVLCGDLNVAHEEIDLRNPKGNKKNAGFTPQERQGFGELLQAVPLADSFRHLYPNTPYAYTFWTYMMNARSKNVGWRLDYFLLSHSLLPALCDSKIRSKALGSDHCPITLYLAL
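Measures dequenching upon AP-site incision of a 5'-TAMRA/3'-BHQ-2 THF-containing duplex, 50 nM; human APE1 0.75 nM after 15 min room-temperature exposure to compound; kinetic three-point read at one-minute spacing.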
POLI inh: qHTS for Inhibitors of Polymerase Iota | DNA polymerase iota (Homo sapiens), Q9UNA4 | hit rate 1% among 390,000 | Pol iota fluorescent replication assay, 10 min | Potency, µM (top dose mostly 115 µM), inactives show at the highest dose activity, negative = inhibition, actives largely listed as inhibitors
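Fluorescent replication assay read twice, at 0 min and 10 min after adding 50 nM (final) substrate. Enzyme (10 nM) and compounds were first incubated 15 min at room temperature; enzyme-free buffer wells were negative controls.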
BLM helicase inh: qHTS Assay for Inhibitors of Bloom's syndrome helicase (BLM) | RecQ-like DNA helicase BLM (Homo sapiens), P54132 | recombinant BLM DNA unwinding, fluorescence dequenching | Potency, µM (series often up to 56.1 µM), inactives show at the highest dose activity change, negative = inhibition, hits mostly inhibitors | hit rate 0.2% among 350,000 | AID 2528, 2010;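 note: plate controls were vehicle for no effect and no enzyme for full effect; nearly all actives have a fitted effect of over 35% in size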
BAZ2B inh: qHTS Assay for Inhibitors of BAZ2B; Bromodomain adjacent to zinc finger domain protein 2B (Homo sapiens), Q9UIF8; AlphaScreen BAZ2B-H3K14Ac peptide displacement; Potency, µM (top dose mostly 114 µM), inactives show at the highest dose activity change, negative = inhibition, usual class: inhibitors; hit rate 4.4% among 360,000; AID 504333, 2011; note: % is set by controls: 0 for no effect and ±100 for the full control effect; nearly all actives have a fitted effect of over 60% in size
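BAZ2B 50 nM plus b-H3(5-23)K14Ac 50 nM, PBS pH 7.4/0.01% Tween-20, 30 min RT; compound added (max 110 uM), 30 min RT; streptavidin donor/Ni-chelate acceptor beads 10 ug/mL final, 20 min dark; AlphaScreen read.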
* = called active by the depositor; ? = inconclusive; . = no result given; [ ] = another dose, or the depositor's remark. Calls come from the whole dose curve; as a rule, active = well fitted curve in the direction sought with a large enough effect; inconclusive = small, poorly fitted or top-dose-only effect, or another doubt; inactive = no such curve, though single readings can be large; an effect the other way counts as inactive or inconclusive. Potency is the fitted concentration of half-maximal effect. An excerpt. The share of hits here may be higher or lower than overall.

SMILES	G9a inh	POLH inh	POLB inh	JMJD2A Tudor	Pol kappa inh	APEX1 inh	POLI inh	BLM helicase inh	BAZ2B inh
CC1CCN(C(=O)CC2C(=O)Nc3c2c(=O)n(C)c(=O)n3Cc2ccccc2)CC1 (stereo not given)	8.91µM*	-9.1%	22.8%	-6.0%	-9.9%	-0.1%	-2.5%[58.9 µM]	-4.9%	23.1%
CCOc1ccc(C(=O)CCC(=O)N(CC)CC(=O)Nc2c(F)cccc2F)cc1	?	?	.	-15.2%	-17.1%	22.8%	8.0%	.	-4.6%
COc1ccc(-c2nc3c4c(ncn3n2)-c2ccccc2CC42CCCC2)cc1	0.8%[59 µM]	-1.9%	3.6%	-11.8%	-11.2%	2.2%	206.5%[activator]	-4.0%	-0.5%
Cc1coc2cc3oc(=O)c(CCC(=O)N4CCC(C(=O)O)(c5ccccc5)CC4)c(C)c3cc12	16.6%	-2.6%	-14.0%	-6.8%	14.5%	31.3%	11.2%	-0.4%	-25.8%
O=C(O)c1ccc(S(=O)(=O)N2CCC(n3nnc4cc(C(F)(F)F)ccc43)CC2)cc1	0.9%	-19.3%	20.6%	-20.4%	0.0%	6.5%	109.7%[activator]	-1.3%	-19.4%
Cc1ccc(NC(=O)CS(=O)CC(=O)Nc2ccc(N3CCOCC3)cc2)cc1Cl (stereo not given)	-16.7%	?	25.1µM*	?	?	?	17.8µM*	-9.5%	?
CN(C)N=Nc1ccc(S(=O)(=O)N2CCSC2C(=O)O)cc1 (stereo not given)	.	4.6%	.	-30.1%	-3.6%	.	-13.8%	.	.
COc1ccc(C(=O)n2nc(-c3ccco3)nc2SC)cc1OC	20µM*	?	?	?	-9.6%	-9.1%	31.6µM*	-6.5%	-34.4%
CCC(C(=O)Nc1ccc(S(=O)(=O)N2CCN(C)CC2)cc1)c1ccccc1 (stereo not given)	.	-5.8%	.	-19.7%	-8.2%	.	-2.8%	.	.
Cc1ccc(CNC(=O)C(C)n2nc(C)c3sc4ccccc4c3c2=O)cc1 (stereo not given)	-31.3%[59 µM]	-17.9%	1.5%	-6.6%	2.1%	.	?	-2.1%	-5.9%
CCCOc1ccc(C(C(=O)OCCN(CC)CC)c2ccccc2)cc1 (stereo not given)	8.91µM*	-25.8%	5.9%	-20.5%[11.4 µM]	-6.0%	-0.8%	2.3%	-0.5%	50.1µM*
COc1ccc(C(=O)NC(=S)NCc2ccccc2)cc1	.	-22.2%	13.1%	-23.6%	-16.6%	15.1%	0.4%	-9.8%	?
O=C(C[C@@H]1C/C=C\CCC(=O)OC[C@@H]2CCCN2C1=O)NCCO	.	-8.0%	.	-14.1%	-4.5%	-7.4%	11.1%	.	.
CSc1ncc(C(=O)NCc2ccccc2Cl)c(C(F)(F)F)n1	-9.4%[59 µM]	-3.7%	-29.7%	-1.0%	-9.7%	.	17.5%	-2.5%	12.8%
O=c1[nH]c2ccc(NS(=O)(=O)c3ccc(F)c(Cl)c3)cc2[nH]1	?	-14.1%	86.2%	?	-1.9%	-4.2%	151.0%[activator]	-4.1%	-3.4%
COc1ccccc1CCc1nnc(CCC(=O)N(C)Cc2ccncc2C)o1	3.9%	-8.6%	-0.9%	-15.2%	-8.8%	2.2%	-21.7%	-3.9%	-11.1%
CC1=C(C(=O)N2CCOCC2)C(c2ccccc2F)NC(=O)N1 (stereo not given)	0.1%	-16.3%	-3.5%	-6.2%	-3.5%	?	53.3%[activator]	-18.6%	1.9%
COc1ccccc1N1CCN(Cc2cc(=O)c(OCC(=O)Nc3ccccc3)co2)CC1	7.7%	-0.7%	.	-8.8%	-14.2%	1.5%	2.0%	.	30.7%
C=CCn1c(N)c(C(=O)N2CCOCC2)sc1=S	?	-2.9%	0.7%	-21.2%	-3.8%	-3.6%	4.3%	1.2%	-17.4%
CCOCC(=O)Nc1c(C(=O)N2CCN(c3ncccn3)CC2)oc2ccccc12	-0.5%[59 µM]	-1.2%	4.2%	-25.3%	3.3%	3.3%	15.2%	-0.1%	-5.1%
COc1cc(/C=N/NC(=O)c2cc(C)oc2C)ccc1OCc1ccccc1	-4.2%	-5.2%	-17.2%	-6.2%	-5.9%	52.9%[activator]	48.5%[activator]	1.4%	-4.9%
O=C(/C=C/c1cccc(F)c1)OCC(=O)N1CCc2ccccc21	.	-3.1%	.	-13.4%	-0.9%	31.6%	7.4%	.	.
CCCc1cc(=O)c2ccc(OCC(C)=O)cc2o1	.	-14.7%	18.1%	-1.1%	-1.2%	?	-14.1%[58.9 µM]	0.7%	-3.4%
COc1ccc(C(=O)COC(=O)c2ccc(Cl)nc2)cc1OC	?	-3.6%	.	-2.8%	-15.9%	5.7%	15.3%	.	9.3%
Cc1ccc(S(=O)(=O)N2CCCCC2)cc1NC(=O)Cc1c[nH]c2ccccc12	-5.1%[59 µM]	-20.9%	-12.2%	?	-2.2%	-7.8%	10.6%	0.8%	-6.0%
COc1ccc(CCCNC(=O)CC#N)cc1OC	21.5%	-0.8%	1.2%	-14.4%[11.4 µM]	-4.3%	3.8%	4.4%	-0.3%	3.7%
COc1cc(/C=C/C(=O)O)cc(S(=O)(=O)NNC(=O)c2ccc3c(c2)OCO3)c1OC	.	-8.9%	.	-10.3%	-2.5%	20.1%	50.6%[activator]	.	.
Cc1cc(C=O)c(C)n1-c1ccc(N2CCOCC2)c([N+](=O)[O-])c1	?	-7.5%	-15.8%	-34.7%	1.8%	-4.2%	-8.4%	-0.9%	.
COC(=O)[C@@H]1C(c2c(OC)cc(OC)cc2OC)=NO[C@H]1C(=O)OC	10.7%	-5.4%	7.1%	-13.2%	-6.5%	-11.1%	313.8%[activator]	-6.3%	-17.1%
COc1ccc(CCn2c(C)cc(C(=O)CCl)c2C)cc1OC	?	-10.1%	-0.9%	?	-11.2%	-0.3%	?	0.9%	-37.2%

Arranged by value in BAZ2B inh (descending): 4 of the compounds above
SMILES	G9a inh	POLH inh	POLB inh	JMJD2A Tudor	Pol kappa inh	APEX1 inh	POLI inh	BLM helicase inh	BAZ2B inh
COc1ccccc1N1CCN(Cc2cc(=O)c(OCC(=O)Nc3ccccc3)co2)CC1	7.7%	-0.7%	.	-8.8%	-14.2%	1.5%	2.0%	.	30.7%
COc1ccc(CCCNC(=O)CC#N)cc1OC	21.5%	-0.8%	1.2%	-14.4%[11.4 µM]	-4.3%	3.8%	4.4%	-0.3%	3.7%
COc1ccccc1CCc1nnc(CCC(=O)N(C)Cc2ccncc2C)o1	3.9%	-8.6%	-0.9%	-15.2%	-8.8%	2.2%	-21.7%	-3.9%	-11.1%
COc1ccc(CCn2c(C)cc(C(=O)CCl)c2C)cc1OC	?	-10.1%	-0.9%	?	-11.2%	-0.3%	?	0.9%	-37.2%

Continuation.
SMILES	G9a inh	POLH inh	POLB inh	JMJD2A Tudor	Pol kappa inh	APEX1 inh	POLI inh	BLM helicase inh	BAZ2B inh
C/C(Cc1ccccc1)=N\NC(=O)CNC(=O)c1ccccc1Cl	16.1%	-10.1%	1.1%	-6.9%	4.2%	-5.7%	10.7%	1.7%	-18.9%
CC12CCC(=O)N1C(C(=O)N1CCN(c3ccc([N+](=O)[O-])cc3)CC1)CS2 (stereo not given)	.	-7.0%	.	0.0%	-4.0%	12.7%	9.6%	.	.
CCN(CC(=O)NCc1cccs1)C(=O)COc1ccccc1C#N	-4.8%[12.7 µM]	-21.7%	.	-3.8%	1.5%	0.3%	18.4%	.	8.6%
CC(C)(C)NC(=O)CN(Cc1ccc(F)cc1)C(=O)Cn1nnc(-c2ccc(F)cc2)n1	7.8%	-15.0%	1.8%	-11.7%	5.2%	-1.5%	-18.1%	-4.2%	-3.8%
CC(=O)c1ccc(N2CCN(C(=O)Cc3ccccc3)CC2)c(F)c1	-4.2%[2.33 µM]	-13.1%	9.7%	2.0%	-2.3%	2.8%	106.2%[activator]	0.5%	7.0%
COc1ccc(NS(=O)(=O)c2cc(NC(=O)c3nn(C)c(=O)c4ccccc34)ccc2OC)cc1	?	-17.9%	-8.8%	-21.9%	-12.6%	2.8%	44.2%[activator]	0.7%	-22.0%
CC(C)CNS(=O)(=O)c1ccc(CCC(=O)N2CCN(c3ccccc3)CC2)cc1	-16.7%	5.4%	-8.8%	-10.5%	-13.3%	0.4%	82.2%[activator]	-4.3%	-11.8%
Cc1ccc(S(=O)(=O)N2[C@@H](c3ccc(Cl)cc3)C(C(=O)O)=CC[C@H]2c2cccc(Cl)c2)cc1	12.3%[2.33 µM]	-16.1%	.	-19.4%	-1.6%	6.0%	4.1%	.	7.1%
Cc1ccc2c(CC(=O)NCc3ccccc3)coc2c1C	-11.8%[59 µM]	-10.2%	6.8%	-17.7%	-12.1%	.	10.8%	-2.5%	-17.8%
COC(=O)c1c(NC(=O)C(C)(C)C)csc1C	37.1%	-20.3%	23.6%	0.7%	3.2%	1.7%	41.9%[activator]	-2.1%	1.4%
O=C(NC1CCCCC1)C1(S(=O)(=O)c2ccc(Cl)cc2)CC1	6.0%	-3.2%	31.7%	1.4%	-13.8%	30.3%	0.5%	0.2%	2.2%
Cc1nnc(SCC(=O)NC2CCCc3ccccc32)n1-c1ccccc1 (stereo not given)	0.5%[59 µM]	-18.9%	19.0%	-7.0%	1.6%	0.5%	88.1%[activator]	1.2%	6.0%
CN(CC(=O)Nc1ccc(Cl)cc1)S(=O)(=O)c1cccc2cccnc12	44.7µM*	-21.1%	10.2%	-13.8%	5.9%	6.0%	5.1%	-7.4%	8.6%
CC(C)C(NC(=O)c1ccc(C(C)(C)C)cc1)C(=O)O (stereo not given)	-49.3%	-15.1%	?	22.1%	0.0%	-2.9%	5.8%	-0.4%	-5.8%
CCCCNC(=O)CSc1c2c(nc3ccc(Cl)cc13)CCCC2	12.1%[59 µM]	3.7%	-11.2%	-19.3%	-22.2%	.	-4.1%	-1.3%	.
